High-throughput results: PubChem, Sanford-Burnham Center for Chemical Genomics
CCR6 antag: antagonists of human CCR6 receptor | P51684 | CHO-K1 CCR6 PathHunter beta-arrestin, luminescence, CCL20-stimulated | inhibition, % at 20 µM | hit rate 0.49% among 340,000 | AID 493098;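 active = compounds whose inhibition of the agonist-driven luminescence signal at 20 µM reaches about 50%, limit read from the data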;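 note: cells stimulated with CCL20 at 14 nM final; plate controls were DMSO with CCL20 for no effect and DMSO without agonist for full effect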
Target sequence (P51684 whole entry, looked up): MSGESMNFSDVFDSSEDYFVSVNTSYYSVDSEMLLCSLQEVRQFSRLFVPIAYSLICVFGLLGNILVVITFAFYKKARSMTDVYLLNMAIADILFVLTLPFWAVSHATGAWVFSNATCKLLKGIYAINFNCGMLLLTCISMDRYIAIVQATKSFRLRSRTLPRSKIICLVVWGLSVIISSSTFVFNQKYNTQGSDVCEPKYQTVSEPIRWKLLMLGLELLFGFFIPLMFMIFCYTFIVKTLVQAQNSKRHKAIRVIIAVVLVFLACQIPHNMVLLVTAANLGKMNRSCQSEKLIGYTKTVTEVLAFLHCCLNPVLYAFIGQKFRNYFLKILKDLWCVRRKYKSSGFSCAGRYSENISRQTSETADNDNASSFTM
SENP8 block: SENP8 protease inhibition | AID 2540 | hit rate 1.2% among 330,000 | purified SENP8, Z-RLRGG-aminoluciferin cleavage, luminescence | inhibition, % at 10 µM | Q96LD8
Target sequence (Q96LD8 whole entry, looked up): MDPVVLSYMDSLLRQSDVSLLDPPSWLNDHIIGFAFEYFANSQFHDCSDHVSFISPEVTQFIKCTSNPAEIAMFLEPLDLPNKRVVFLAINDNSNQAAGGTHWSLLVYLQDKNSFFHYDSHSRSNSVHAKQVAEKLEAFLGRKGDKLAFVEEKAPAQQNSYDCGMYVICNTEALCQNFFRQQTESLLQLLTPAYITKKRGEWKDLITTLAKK
EBI2 antag: blocks human EBI2 receptor beta-arrestin signaling; inhibition, % at 5 µM; EBI2 beta-arrestin recruitment, luminescence, 7a,25-OHC stimulated; P32249; hit rate 0.81% among 360,000; in the data active = inhibition above about 38%;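 note: enzyme fragment complementation signal reports receptor beta-arrestin coupling in cells; 0% = agonist plus DMSO wells and 100% = wells without agonist; some results beyond the cut were filed as inactive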
Apaf1 inhib: inhibitors of human Apaf-1 apoptosome; AID 489030; inhibition, % at 20 µM; reconstituted apoptosome caspase-3 activity, DEVD-Rh110 fluorescence; hit rate 0.71% among 330,000; active = inhibition of at least 40% at 20 µM;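 note: plate controls were DMSO wells for no effect and DEVD-CHO caspase inhibitor wells for full effect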
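Material: biochemical Apaf-1 apoptosome reconstitution. Medium: Hepes buffer, pH 7.5. Also added: cytochrome c activation, bis-DEVD rhodamine 110 substrate. Timing: 30 min compound preincubation, 50 min activation, room temperature. Measured by: rhodamine 110 fluorescence at Ex 480/Em 540 nm.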
697 NFkB inh: lowers PMA/ionomycin-induced NF-kB signal in 697 B cells; 697 B-cell NF-kB luciferase reporter, 16 h; inhibition, % at 4 µM; hit rate 0.33% among 330,000; in the data active = inhibition above about 35%
Gli-Sufu antag: blocks Gli-Sufu signaling in a luciferase reporter; inhibition, % at 5 µM; Sufu-KO-LIGHT fibroblasts, Gli luciferase reporter luminescence; hit rate 0.74% among 340,000; AID 588413;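 active = inhibition above about 55%, limit read from the data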;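 note: 0% = DMSO-treated cells and 100% = wells with medium but no cells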
Jurkat NFkB inh: inhibitors of the PMA/ionomycin-induced NF-kB reporter in Jurkat cells; PMA/ionomycin-induced NF-kB luciferase reporter, luminescence; inhibition, % at 4 µM; hit rate 0.53% among 330,000
UBC13 polyUb: blocks human UBC13 polyubiquitin chain formation. inhibition, % at 20 µM. hit rate 0.47% among 330,000. P61088. AID 485273. TR-FRET; in the data active = inhibition above about 45%, passing the limit was not always enough
Target sequence (P61088 whole entry, looked up): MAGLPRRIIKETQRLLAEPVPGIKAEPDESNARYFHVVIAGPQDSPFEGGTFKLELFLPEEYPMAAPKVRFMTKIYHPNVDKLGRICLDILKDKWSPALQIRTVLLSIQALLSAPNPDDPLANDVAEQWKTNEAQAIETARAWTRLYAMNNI
Numbers without * were called inactive; x = no result given. Cut-off read from the data, not from the text of the source, unless noted: active = inhibition above about 50%; inactive = the rest. The list is partial (hit frequency here may not be typical).

SMILES	CCR6 antag	SENP8 block	EBI2 antag	Apaf1 inhib	697 NFkB inh	Gli-Sufu antag	Jurkat NFkB inh	UBC13 polyUb
COc1ccc(CCN2C(=S)N(c3ccc(Cl)cc3)C(=O)C2CC(N)=O)cc1OC (stereo not drawn)	-4.2	-6.5	8.2	2.6	2.3	3.5	-6.1	1.9
CCN(Cc1ccc(OC)c(COC)c1)CC1CCCN(CCc2cccc(OC)c2)C1 (stereo not drawn)	15.1	11.9	-9.2	11.7	-12.1	29.5	2.1	11.4
CC(SCc1ccccc1)C(=O)Nc1ccc2c(c1)OCO2 (stereo not drawn)	21.4	-1.2	8.4	11.0	11.9	6.0	0.2	2.0
CCOC(=O)c1nc(Nc2ccccc2)c2ccccc2n1	-12.9	6.1	-4.9	-15.8	18.9	8.2	8.8	0.3
COc1ccc(S(=O)(=O)N2CCN(C(=O)c3ccc4ccccc4n3)CC2)cc1	7.2	-3.1	8.3	2.6	9.3	-5.3	4.5	-2.7
Cc1ccc(C(=O)NC(=S)N2CCN(c3ccc([N+](=O)[O-])cc3)CC2)cc1	40.2	1.5	-6.9	5.1	6.9	-7.2	1.3	2.2
CCOC(=O)N1CCN(C(=O)COC(=O)COc2c(C)cc(C)cc2C)CC1	7.2	-10.1	-5.0	7.8	-22.2	-5.1	8.7	2.8
CC(=Nc1ccc(O)cc1)c1sc2ccccc2c1O	33.7	75.1*	22.2	7.2	-195.8	-51.9	-133.6	-10.9
Cc1ccc(CCNS(=O)(=O)c2cc3c(cc2C)NC(=O)CO3)cc1	8.3	-9.6	-2.4	8.4	0.1	-4.8	-0.5	6.9
Cc1c([N+](=O)[O-])c2ccc(O)cc2n1-c1ccccc1	16.6	0.0	9.7	-13.4	-14.7	-9.0	4.0	0.7
C=CCOc1ccccc1CNCc1cccnc1	4.4	-6.5	-1.5	-1.3	1.7	5.6	-2.2	3.0
N#CCC(=O)N1CC2(CC(c3cccc(NC(=O)COc4ccc(Cl)cc4)c3)=NO2)C[C@@H]1C(N)=O (stereo partly drawn)	-5.1	23.4	5.1	0.7	-92.3	-19.9	-22.6	-3.1
COC(=O)c1ccccc1NC(=O)CN1CCOCC1	-5.3	0.4	3.8	25.6	5.6	0.8	-20.6	-19.4
Cc1cccc2c1NC(=O)C21N2CCCC2C(C(=O)c2ccc3ccccc3c2)C12C(=O)Nc1ccccc12 (stereo not drawn)	1.6	-5.6	x	16.0	-89.5	-5.8	-98.9	-1.9
O=C(O)c1ccc(NS(=O)(=O)c2cc(C(=O)O)ccc2Br)cc1	-22.4	1.9	-9.1	-11.2	17.2	-7.7	10.6	-2.5
COc1ccc(OC)c2[nH]c(=O)c(CCNC(=O)c3cc4ccccc4o3)cc12	-2.4	-11.5	-3.3	18.4	-17.3	2.8	5.2	3.4
O=C(NC1CCOC1)c1cc(COc2cccc(C(F)(F)F)c2)on1 (stereo not drawn)	7.1	6.2	1.5	7.3	-48.0	-5.6	-27.0	-4.5
CC/C(C)=C1\SC(N2CCN(c3cccc(C(F)(F)F)c3)CC2)=NC1=O	12.1	-2.6	5.6	22.2	-2.1	14.0	26.1	6.2
O=C1NCCOC(=O)[C@H](Cc2ccc(F)cc2)CC/C=C/C[C@H]1CC(=O)N(CCO)Cc1ccccc1	25.9	-12.9	0.6	10.6	3.3	-5.8	3.6	-4.2
Cc1cccc(NC(=O)c2cc(-c3c(C)cc(C)cc3O)n[nH]2)c1	6.3	-19.6	3.7	-7.5	-8.3	16.3	-22.8	-6.1
COc1cc(-c2nnc(CSc3nnc(Nc4ccc(Oc5ccccc5)cc4)s3)o2)cc(OC)c1OC	1.4	-13.1	17.4	23.0	-44.7	-6.3	-19.0	-0.5
COc1ccc(C(=O)N/N=C(\N)c2cc3ccccc3oc2=O)cc1	10.0	-0.7	-1.1	5.1	3.5	-9.2	-8.0	-16.9
O=S(=O)(NCc1cccnc1)c1ccccc1	-11.3	-5.9	-10.7	-14.4	4.3	1.5	7.3	12.2
Cc1nnc(N/N=C/c2cccs2)[nH]c1=O	-0.5	-2.2	1.6	-18.6	1.2	6.2	-4.0	-4.4
Cc1ccc2c(c1)nnn2C1CCN(S(=O)(=O)c2ccc(C(=O)NC3CCCC3)cc2)CC1	9.7	6.3	1.0	17.6	-7.3	0.6	-2.4	-5.6
CN1CCN(C(=O)/C(=C/c2ccco2)NC(=O)c2ccccc2)CC1	6.8	-1.1	-3.6	6.8	12.0	19.1	-0.4	-1.1
COc1cc(OC)c(C(=O)OCC(=O)Nc2ccc(S(=O)(=O)N3CCOCC3)cc2)cc1OC	5.4	-4.9	-3.9	1.1	-9.6	1.4	-8.3	-1.7
O=[N+]([O-])c1cccnc1Sc1ccc(F)cc1	-2.4	-7.9	21.9	-3.8	-18.3	-25.1	-8.2	-8.7
CCN(C(=O)Cn1c([N+](=O)[O-])cnc1C)c1ccccc1	-5.9	2.7	-0.7	-14.6	0.4	-1.2	15.0	0.6
Cc1cccc(Cc2c(C)nc3c(C(=O)N4CCN(Cc5ccc6c(c5)OCO6)CC4)cnn3c2C)c1	18.8	-0.6	8.8	15.8	-26.6	10.0	-7.7	7.2
N#Cc1cc(Oc2ccccc2)c(-n2nnc3ccccc32)cc1C#N	6.9	0.6	11.5	11.6	-35.7	14.6	0.9	-0.5
C/C(N)=C(/C#N)C(=O)CSc1ccccc1F	15.0	1.2	-7.7	1.7	-11.0	-40.8	-25.0	9.4
CCOC(=O)Cc1ncccc1C(=O)Nc1ccc(OC)cc1	21.0	2.6	-3.9	-1.3	18.4	-2.6	13.4	-24.6
O=c1[nH]cn[nH]1	-1.2	0.9	-3.0	-5.9	13.6	0.2	15.5	-0.4
CC(C)(C)c1ccc(C(=O)NCc2cccnc2)cc1	-4.0	-1.3	-15.2	9.2	-13.8	-5.2	-1.5	2.0
COc1ccc(N2C(=O)CC(NNC(=O)c3ccc(Br)s3)C2=O)cc1 (stereo not drawn)	18.9	-6.6	-4.5	-0.6	-6.2	-9.6	3.5	-1.0
COc1ccc(CC(=O)NC(C)c2nnc(SCC(=O)c3ccc(OC)cc3)n2C)cc1 (stereo not drawn)	-2.1	8.1	-0.9	-3.6	19.5	8.5	6.3	-1.6
COc1ccc(C(CC(=O)N2CCCC(C)C2)c2c(OC)cc(OC)c3ccc(=O)oc23)cc1 (stereo not drawn)	11.2	7.4	4.6	11.6	15.5	30.9	-10.1	9.3
CCN(CC(=O)NCc1ccc(F)cc1)C(=O)C1CCN(C(=O)Nc2ccccc2)CC1	12.8	-13.9	2.5	12.2	-15.8	0.3	-2.2	-7.9
OC(CC1CC12c1ccccc1-c1ncccc12)(c1ccccc1)c1ccccc1 (stereo not drawn)	13.6	3.9	47.1*	15.9	-8.8	8.6	-2.9	5.9
CSC1=NCCN1S(=O)(=O)c1ccc(Cl)cc1	2.8	-3.1	4.0	15.4	-2.2	5.1	-23.4	-14.0
CCN(C(=O)CSc1nnnn1C)C1CCS(=O)(=O)C1 (stereo not drawn)	15.7	7.3	-8.4	-3.2	26.0	0.7	14.9	6.5
Cc1nc(-c2ccccc2)ccc1C(=O)O	-5.3	3.7	6.9	-4.2	28.5	26.2	-43.1	-4.0
COc1ccc(CSc2nnnn2C)cc1F	6.0	-9.8	9.3	-0.5	-9.0	-5.5	-11.4	-5.4
Cc1ccc(NC(=O)c2cc3c(s2)CCCC3)cc1S(=O)(=O)Nc1ccccc1Cl	-0.1	-2.8	13.2	18.3	-4.3	21.1	-12.4	5.2
Nc1ncnc(Oc2ccccc2F)c1[N+](=O)[O-]	2.6	-5.0	-62.3	7.5	2.5	0.7	0.6	-4.4
Cc1cccc2cc(CN(Cc3cccnc3)C(=O)c3ccncc3)c(=O)[nH]c12	6.3	-4.7	0.6	-2.5	19.1	1.9	-3.6	-0.4
NCCc1nnc(SCC(N)=O)o1	-2.1	-2.2	-8.9	13.3	23.5	2.1	-3.6	-2.3
Cc1ccc(CNn2cnnc2SCC(=O)NC(C)(C)C)cc1	11.3	-1.6	7.7	8.8	-10.7	10.8	1.5	-4.1
COc1ccc(-c2[nH]n(-c3ccc([N+](=O)[O-])cc3)c(=O)c2C=NCC2CCCO2)cc1 (stereo not drawn)	25.4	-1.1	28.1	-2.3	7.5	26.9	-6.9	-7.8
Cn1c(CNC(=O)c2cccs2)n[nH]c1=S	-15.1	0.0	2.3	-17.4	-16.0	4.5	12.7	-5.7
Cc1nc(Nc2ccccc2C(F)(F)F)sc1C(=O)N(C)C	-5.8	-2.9	-5.1	-0.6	-31.7	-44.0	-8.8	8.3
O=C(NC1CC2CCCC(C1)N2C(=O)Nc1cccc(F)c1)C1CC1 (stereo not drawn)	8.9	0.1	-1.5	0.1	-1.0	16.2	5.9	-1.2
COc1cc(-n2c(C)nc3cccnc32)c(Cl)cc1C(=O)O	-0.5	-4.8	-6.8	-6.9	-32.6	-4.5	-10.6	6.6
CC(C(=O)NCCS(=O)(=O)c1ccc(Br)cc1)S(=O)(=O)c1ccc(Cl)cc1 (stereo not drawn)	-2.4	0.5	2.1	13.2	-11.7	26.5	-19.7	0.7
C/C(=N\NS(=O)(=O)c1ccc(Cl)c([N+](=O)[O-])c1)c1ccc(C)o1	-14.1	0.9	12.3	-0.8	33.2	6.3	-2.3	-0.3
COc1cccc(C(=O)N2CCN(C(=O)c3cccs3)CC2)c1OC	-5.5	-5.5	4.3	1.0	6.1	0.8	-10.5	1.3
Nc1cc(=O)[nH]c(SCC(=O)Nc2cc(S(=O)(=O)N3CCOCC3)ccc2Cl)n1	13.5	-3.6	3.3	-11.9	-3.1	4.2	-7.5	-2.1
Cc1ncc(CO)c(/C=N/NC(=O)c2cc(Br)ccc2O)c1O	4.3	-7.5	4.8	2.5	8.7	96.2*	-1.9	-19.5
COC(=O)c1ccccc1NC(=S)NC(=O)COc1ccccc1Cl	17.1	3.1	-15.1	13.3	5.3	-15.6	6.8	4.6

4 of these compounds in a different format.
SMILES | CCR6 antag | SENP8 block | EBI2 antag | Apaf1 inhib | 697 NFkB inh | Gli-Sufu antag | Jurkat NFkB inh | UBC13 polyUb
CC/C(C)=C1\SC(N2CCN(c3cccc(C(F)(F)F)c3)CC2)=NC1=O | 12.1 | -2.6 | 5.6 | 22.2 | -2.1 | 14.0 | 26.1 | 6.2
O=C1NCCOC(=O)[C@H](Cc2ccc(F)cc2)CC/C=C/C[C@H]1CC(=O)N(CCO)Cc1ccccc1 | 25.9 | -12.9 | 0.6 | 10.6 | 3.3 | -5.8 | 3.6 | -4.2
Cc1cccc(NC(=O)c2cc(-c3c(C)cc(C)cc3O)n[nH]2)c1 | 6.3 | -19.6 | 3.7 | -7.5 | -8.3 | 16.3 | -22.8 | -6.1
COc1cc(-c2nnc(CSc3nnc(Nc4ccc(Oc5ccccc5)cc4)s3)o2)cc(OC)c1OC | 1.4 | -13.1 | 17.4 | 23.0 | -44.7 | -6.3 | -19.0 | -0.5

Further structures follow:
SMILES	CCR6 antag	SENP8 block	EBI2 antag	Apaf1 inhib	697 NFkB inh	Gli-Sufu antag	Jurkat NFkB inh	UBC13 polyUb
C=CCNC(=O)c1onc(CSc2ccc(Cl)cc2)c1C(=O)NCC=C	17.2	3.5	0.4	2.6	7.6	11.2	0.3	14.2
CON1C(=O)C(=O)N(OC)C(C)(C)C1(C)C	-4.7	-3.0	5.9	-9.2	21.2	-9.1	0.3	-7.2
C[C@H](NC(=O)C1CC(=O)N(c2ccc3c(c2)OCCO3)C1)C(=O)N1CCC(C(=O)O)CC1 (stereo partly drawn)	11.1	-8.3	2.0	0.2	-32.3	-4.8	0.4	-8.6
COc1ccc(C2c3cc(OC)c(OC)cc3CCN2C(=O)c2cccc([N+](=O)[O-])c2)cc1OC (stereo not drawn)	7.3	6.4	3.3	13.6	1.2	10.0	5.1	3.2
Cc1cccc(C)c1NC(=S)N(Cc1cccs1)C1CCCC1	0.1	2.5	-14.4	-2.8	11.4	3.9	-0.2	-3.1
O=C(CSc1nc(O)cc(=O)[nH]1)Nc1ccc2c(c1)CCC2	0.2	-8.0	1.8	-2.9	-0.2	4.7	10.5	-7.9
CC(OC(=O)COc1ccccc1)C(=O)NC1CCCC1 (stereo not drawn)	2.6	0.5	-6.9	14.2	-4.3	-1.5	-4.1	3.8
